ST2 inh: inhibitors of human ST2 (IL1RL1) binding to IL-33; AlphaLISA ST2-Fc/biotin-IL-33 interaction, 1 h; actives 2.3% (n = 78,000); inhibition, % for hits at 17 µM; in the data active means inhibition above about 30%; inconclusive means mostly about 10% to 28%
Target sequence (Q01638 whole entry, looked up): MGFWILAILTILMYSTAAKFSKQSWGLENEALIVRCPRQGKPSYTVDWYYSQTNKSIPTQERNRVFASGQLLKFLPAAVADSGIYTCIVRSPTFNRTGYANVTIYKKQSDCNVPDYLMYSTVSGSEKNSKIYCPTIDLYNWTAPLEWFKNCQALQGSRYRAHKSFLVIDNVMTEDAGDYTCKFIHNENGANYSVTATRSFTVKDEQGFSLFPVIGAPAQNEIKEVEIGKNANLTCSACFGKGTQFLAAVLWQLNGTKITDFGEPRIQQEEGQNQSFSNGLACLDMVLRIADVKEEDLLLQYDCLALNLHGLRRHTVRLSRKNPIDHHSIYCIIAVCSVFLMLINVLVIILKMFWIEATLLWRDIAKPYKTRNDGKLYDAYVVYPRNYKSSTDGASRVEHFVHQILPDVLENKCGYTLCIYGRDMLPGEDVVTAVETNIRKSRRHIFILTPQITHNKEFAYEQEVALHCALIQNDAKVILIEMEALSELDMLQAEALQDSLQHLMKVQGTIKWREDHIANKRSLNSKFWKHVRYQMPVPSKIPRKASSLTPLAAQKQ
* = called active by the depositor; i = inactive; ? = inconclusive. These rows are one share of the data; rates above refer to the full screens.

SMILES	ST2 inh
CC(=O)C(C)n1c(CN2CCN(C)CC2)nc2c1c(=O)[nH]c(=O)n2C (centres undefined)	i
FC(F)(F)c1ccc(CN2CC[C@H](c3nnc(-c4ccccc4)o3)C2)cc1	i
CCNc1nc(NCC)n2c(SCC(=O)c3ccc(C(C)(C)C)cc3)nnc2n1	36%*
Cc1c(C(=O)Cc2ccccc2)n(C)c2ccccc12	37%*
CC(=O)c1ccc(N(C)C)cc1	?
CC(C)c1cc(NCc2cccnc2N2CCCC(O)C2)nc(C(F)(F)F)n1 (centres undefined)	i
CNc1nc2c(c(=O)[nH]c(=O)n2C)n1CC(O)COc1ccc(Cl)cc1Cl (centres undefined)	i
O=C(CCC1CCN(C(=O)NC2CCCCC2)CC1)Nc1ccccc1	i
O=C(NCc1ccco1)Nc1ccc2snnc2c1	i
CC(=O)n1nc(C)c2c1CC(C)(C)CC2=O	i
Cc1sc2nc3c(C(=O)NC(C)C)cccn3c(=O)c2c1C	i
Cn1c(=O)n(C)c2cc(CNc3nc(CCN)nc4ccccc34)ccc21	?
CN(C)CC1(O)CCN(C(=O)Cc2cc3c(cc2Cl)OCCO3)C1 (centres undefined)	i
CC(C)Cc1cc(CN2CCCCC2C(=O)Nc2ccc(-n3cccn3)cc2)[nH]n1 (centres undefined)	?
Cn1nc(-c2cc(N)nc3[nH]ccc23)nc1N1CCCCC1	?
Cc1ccccc1C1C(C#N)=C(N)OC2=C1C(=O)CCC2 (centres undefined)	i
O=C(NCc1ccc2c(c1)OCO2)C1CC(=O)N(C2CCCCCC2)C1 (centres undefined)	i
CCOC(=O)c1oc2ccc(S(=O)(=O)N3CCOCC3)cc2c1C	i
CS(=O)(=O)Nc1ccccc1I	i
Cc1ccc(S(=O)(=O)N2CCC(C(=O)Nc3cccc([N+](=O)[O-])c3)CC2)cc1	i
Cc1sc2ncn(CC(=O)NC(C)C)c(=O)c2c1S(=O)(=O)N1CC(C)CC(C)C1 (centres undefined)	i
Cc1ccc(S(=O)(=O)NCc2nc3cccnc3n2Cc2ccc(F)cc2)cc1C	i
Cc1nc2c(C(=O)N3CCOCC3)c[nH]n2c(=O)c1Cc1ccc(Cl)cc1	i
CCOC(=O)c1c(NC(=O)c2ccc(Br)o2)sc(C)c1C	i
O=C1C(=Cc2cccn2-c2ccccc2)C(=O)c2ccccc21	31%*

Some of the entries so far, comma-delimited:
smiles,ST2 inh
CCNc1nc(NCC)n2c(SCC(=O)c3ccc(C(C)(C)C)cc3)nnc2n1,36%*
Cc1c(C(=O)Cc2ccccc2)n(C)c2ccccc12,37%*
CC(=O)c1ccc(N(C)C)cc1,?
CC(C)c1cc(NCc2cccnc2N2CCCC(O)C2)nc(C(F)(F)F)n1 (centres undefined),i

The listing picks up, repeating the 2 entries before the break.
SMILES	ST2 inh
CCOC(=O)c1c(NC(=O)c2ccc(Br)o2)sc(C)c1C	i
O=C1C(=Cc2cccn2-c2ccccc2)C(=O)c2ccccc21	31%*
Cc1ccc(F)cc1N1C(=O)C2C3C=CC(C3)C2C1=O (centres undefined)	i
COc1cc(NC(=O)c2ccccc2[N+](=O)[O-])c(C(=O)O)cc1OC	?
CCN(CC)S(=O)(=O)c1ccc2[nH]cc(C(=O)O)c2c1	i
Fc1ccc(-c2nnn(Cc3nc(Cc4ccccc4)n[nH]3)n2)cc1	?
Cc1ncc([N+](=O)[O-])n1S(=O)(=O)c1ccc(Cl)cc1	i
COc1ccccc1N1C(=O)CC(N2CCOCC2)C1=O (centres undefined)	i
CCOC(=O)c1oc2ccccc2c1NC(=O)COC	?
O=C(Nc1cccc(O)c1)c1cc(-c2cccs2)on1	i
CCN(C(=O)C1CCCN1S(=O)(=O)c1cccc2nsnc12)c1ccccc1 (centres undefined)	i
O=C(c1ccco1)N(CCN(Cc1ccccc1)C(=O)c1ccco1)Cc1ccccc1	?
COc1ncc(-c2c(-c3ccccc3)ncn2CCN2CCCCC2)cn1	?
O=C(c1cccc(-c2cccc(F)c2)c1)N1CCC(CO)(Cc2ccccc2)CC1	i
CSc1cccc(NC(=O)c2cc3ccccn3n2)c1	i
CCOC(=O)c1nc(N2CCN(c3ccccn3)CC2)c2c3c(sc2n1)CCCC3	i
COc1ccc(-n2nc(C(=O)N3CCCC(C)C3)c3c4ccccc4n(C)c3c2=O)cc1Cl (centres undefined)	i
COc1ccc(NC(=O)CSc2nnc(NC(=O)c3ccccc3Br)s2)cc1	i
Cc1ccc(CN(c2ccc(C(=O)Nc3ccccc3F)cc2)S(C)(=O)=O)cc1	i
CCOc1ncccc1-c1cnn(CC(=O)NC)c1	i
CCOC(=O)C1=C(C)Nc2nc(SCc3ccccc3)nn2C1c1ccccc1OCC (centres undefined)	i
COc1ccc(F)c(CN2CCCC3(CCN(C(=O)CCn4ccc(=O)[nH]c4=O)C3)C2)c1 (centres undefined)	i
CC(=O)N1C(=N)S/C(=C/c2cc3ccc(C)cc3nc2N2CCOCC2)C1=O	i
COc1ccc(CN2CCN(Cc3ccc(C)o3)C(CCO)C2)c(F)c1 (centres undefined)	i
CCOc1cc(Br)cc(C2NC(=O)c3c(sc4c3CCN(C)C4)N2)c1O (centres undefined)	i
CN(Cc1nc(C2CC2)no1)c1nccc(CCC(F)(F)F)n1	?
CC(=O)N1CCC(N2C[C@H](O)C[C@H]2c2nc(-c3ccc(C(F)(F)F)cc3)no2)CC1	i

Structures shown so far that have a nitro group on carbon:
SMILES	ST2 inh
Cc1ccc(S(=O)(=O)N2CCC(C(=O)Nc3cccc([N+](=O)[O-])c3)CC2)cc1	i
COc1cc(NC(=O)c2ccccc2[N+](=O)[O-])c(C(=O)O)cc1OC	?
Cc1ncc([N+](=O)[O-])n1S(=O)(=O)c1ccc(Cl)cc1	i

Other results:
SMILES	ST2 inh
CC(=O)NCCC1CN(Cc2nc3c(s2)CCCC3)CCO1 (centres undefined)	?
CC(=O)NCCC1CCCCN1C(=O)Nc1ccc(Oc2ccccc2)cc1 (centres undefined)	i
COc1ccc(C(C[N+](=O)[O-])c2c(C)[nH]c3ccccc23)cc1OC (centres undefined)	?
COc1cccc(C(=O)Nc2nnc(N=Cc3ccc([N+](=O)[O-])s3)s2)c1	i
Cc1ccnc(NC(c2cc(C)ccc2O)c2ccc3cccnc3c2O)c1 (centres undefined)	?
Cc1cc(N2CCOCC2)nc2ccc(NC(=O)CCC(=O)NC(C)C)cc12	i
CCC1CC(C)(C(=O)Nc2ccc(S(N)(=O)=O)cc2)OC1=O (centres undefined)	i
O=c1c2cc3c(=O)n(Cc4ccccc4)c(=O)c3cc2c(=O)n1Cc1ccccc1	i
C=CCn1c(CCNC(=O)Cc2ccccc2)nc2ccccc21	?
O=C(CSc1nc2c(sc3ccccc32)c(=O)n1CCO)NCCc1ccccc1	i
CCN(C)C(=O)c1ccc(-c2cc(N)nc3[nH]ccc23)nc1	i
O=C(c1cccc2ccccc12)N1CCN(c2nc3ccccc3s2)CC1	i
COc1ccc(OCCCC(=O)Nc2ccccc2[N+](=O)[O-])cc1	?
CCOC(=O)c1ccc(NC(=O)C2CCN(c3ccc(-c4cccs4)nn3)CC2)cc1	i
Cc1cc([N+](=O)[O-])nn1CCCC(=O)Nc1cc(Oc2ccc(F)cc2)cc([N+](=O)[O-])c1	?
O=C(NCCO)c1ccc(I)cc1	i
COc1ccc(O)c(C(=O)CC(=O)c2ccccc2)c1	32%*
CCc1cc(N2CCOC(CCOC)C2)nc(N2CCOCC2)n1 (centres undefined)	i
O=c1c(O[C@@H]2O[C@H](CO)[C@@H](O)[C@H](O)[C@H]2O[C@@H]2OC[C@@H](O)[C@H](O)[C@H]2O)c(-c2ccc(O)cc2)oc2cc(O)cc(O)c12	i
COc1ccccc1N1CCN(C(=O)CSCc2ccccc2Cl)CC1	?
Cc1cc(C)n(CCCC(=O)N2CCC3(CC2)NCCNC3=O)n1	?
CC(C)(C)c1ccc(C(=O)Nc2ccc3c(c2)OCO3)cc1	i
O=C(Nc1cccc(NC(=O)c2ccccc2Cl)c1)c1cccc([N+](=O)[O-])c1	i
Cc1cccc(=O)n1CCCNS(=O)(=O)NCc1ccccc1	i
COc1cccc(-c2ncnn2-c2ccc(Cl)c(C)c2)c1OC	?
Following part:
SMILES	ST2 inh
O=C(COC(=O)c1cccc(Br)c1)c1ccc(Br)cc1	i
CCN(CC)S(=O)(=O)c1ccc2oc(C(=O)NCC3CCCO3)c(C)c2c1 (centres undefined)	i
CSCCC(NC(=O)c1cc(-c2ccccc2)oc1C)C(=O)O (centres undefined)	i
Cc1cccc(-c2noc([C@@H]3C[C@@H](O)CN3C(C)C)n2)c1	i
O=C(Nc1ccccc1)c1ccc(Br)c(S(=O)(=O)NC2CCCCC2)c1	i
CCC(Sc1nnc(-c2ccc(C)cc2)n1C)C(=O)Nc1ccc(C(C)=O)cc1 (centres undefined)	i
CCSc1nc2ccccc2n1Cc1ccccc1	i
CCCC(=O)Nc1ccc(C(=O)Nc2ccccc2C(=O)O)cc1	i
CCN(CC1CCCN(CCc2cccc(F)c2)C1)C(=O)c1ccc2[nH]ccc2c1 (centres undefined)	i
CCOc1ccc(N(C(C)C(=O)N2CCCCC2)S(C)(=O)=O)cc1 (centres undefined)	i
CCn1cc(C(=O)NCCC2=CCCCC2)c2cc(OC)c(OC)cc2c1=O	i
Cc1ccc(N2NC(=O)/C(=C/c3ccc(Cl)cc3Cl)C2=O)cc1Cl	i
O=C(Nc1nnc(CCS(=O)(=O)c2ccc(Cl)cc2)s1)c1ccc(Cl)cc1	?
Cc1ccc(CN2C(=O)CSc3ccc(C(=O)NCCCN4CCOCC4)cc32)cc1	i
O=c1/c(=C/c2cccs2)sc2nnc(-c3ccccc3Cl)n12	i
O=C(CN1CCOCC1)Nc1c(-c2ccccc2)c2cc(Br)ccc2[nH]c1=O	?
CCCCN(C)C(=O)c1cc2cc3ccc(OC)cc3nc2o1	?
CN1C[C@H](O)C[C@H]1c1nc(-c2ccc3c(c2)OCO3)no1	?
COc1ccc(OC)c(S(=O)(=O)NC(C)(C)C)c1	i
CCSC1=N/C(=C\c2ccc(C)s2)C(=O)S1	57%*
Cc1cccc(NC(c2ccccn2)c2ccc3ccc(C)nc3c2O)n1 (centres undefined)	?
CC#CC(=O)N1CCC(n2nccc2NC(=O)CC(C)C)CC1	?
COc1ccc(-c2cc(-c3ccccc3)nc(=O)[nH]2)cc1	i
O=C(NC1CCCC1)C1c2ccccc2C(=O)N1Cc1ccccc1 (centres undefined)	?
OC(C#CC1CC1)c1ccco1 (centres undefined)	?
Next structures.
SMILES	ST2 inh
COc1ccc(C(CC(=O)NC2CCCCC2)c2ccccc2)cc1 (centres undefined)	i
O=C1c2ccccc2C(Nc2ccc(S(=O)(=O)N3CCCCCC3)cc2)N1Cc1ccccc1 (centres undefined)	i
Cc1ccc2c(-c3cc4c(n(CC5CC5)c3=O)CCN(C(=O)Cc3c(C)noc3C)C4)cccc2n1	i
CCN(CC)S(=O)(=O)c1ccc2c(c1)CC(C(=O)N1CCN(Cc3ccccc3)CC1)N2C(C)=O (centres undefined)	i
COc1ccc(-c2nnc(NC(=O)c3ccc(S(=O)(=O)N4CC(C)OC(C)C4)cc3)o2)cc1 (centres undefined)	i
Cc1ccccc1N1CCN(Cc2ccc(Br)s2)CC1	i
Cc1cccc(N2CCN(C(=O)c3ccc(Br)cc3)CC2)c1C	i
Cc1[nH]nc(SCC(=O)NCc2ccco2)c1[N+](=O)[O-]	i
O=C(Nc1ccccc1O)c1cccc(N2C(=O)c3ccc([N+](=O)[O-])cc3C2=O)c1	?
CCOC(=O)N1CCN(C2CCCN(C(=O)c3ccc(O)cn3)C2)CC1 (centres undefined)	?
Cc1ccccc1Nc1c(-c2ccccn2)nc2ccccn12	?
O=C(NCc1ccccc1)NS(=O)(=O)c1ccccc1Cl	i
COc1ccccc1NC(=O)Nc1cccc2cccnc12	i
CCc1nnc(CN(C(=O)c2[nH]c3c(C)cc(C)cc3c2C)C(C)C)o1	i
Cn1cnc2c1c(=O)[nH]c(=O)n2C	i
CCOC(=O)N1CCN(C2CCCN(Cc3cccc(-c4ccco4)c3)C2)CC1 (centres undefined)	?
Cc1csc2ncnc(N3CCCCC3)c12	i
O=C1Nc2ccc(Br)cc2/C1=C/c1ccc(O)cc1	?
Cc1nc(C(=O)NC(c2ccncc2)c2ccccc2C)cs1 (centres undefined)	i
Cn1c(=O)c2c(SCC(=O)N3CCCC3)nc(-c3ccc(F)cc3)nc2n(C)c1=O	?
Cc1ccc(C(=O)N2CCC(Cc3cccc(C(=O)O)c3)CC2)c(=O)n1C	?
Cc1ccc(CNC(=O)CCCn2c(=O)c3sccc3n(Cc3ccccc3F)c2=O)cc1	?
CC(C)CN(CC(C)C)S(=O)(=O)N1CCC(C(=O)O)CC1	i
CCc1ccc(NC(=O)N2CCC(n3c(C)nc4cccnc43)CC2)cc1	i
CCOC(=O)C1C2C=CC3(CN(C(C)CC)C(=O)C13)O2 (centres undefined)	i

Two records picked at random from the list so far:
SMILES	ST2 inh
CCNc1nc(NCC)n2c(SCC(=O)c3ccc(C(C)(C)C)cc3)nnc2n1	36%*
CCOC(=O)c1oc2ccc(S(=O)(=O)N3CCOCC3)cc2c1C	i

Later entries:
SMILES	ST2 inh
Cn1ccc(C(=O)Nc2ccc(C(=O)O)cc2)n1	i
CCN(CC)C(=O)C12C[C@@H]3C[C@@H](CC(Cl)(C3)C1)C2	i
COCCNC(=O)CN1C(=O)CSc2cc(S(=O)(=O)N3CCCCCC3)ccc21	i
COc1cc(C(=O)Nc2ccc3c(c2)ncn3-c2ccccc2)cc(OC)c1OC	?
OCC1(O)CCN(c2ncccc2C(F)(F)F)CC1	i
Cc1ccc(C2=N/C(=C\c3ccco3)C(=O)O2)cc1[N+](=O)[O-]	i
O=C(Cn1ccc(-c2cccc(-c3ccccn3)c2)n1)NCc1ccco1	i
Cc1cc(C)c(NC(=O)COc2ccccc2[N+](=O)[O-])c(C)c1	i
